CRE Fsk mod – alters forskolin-stimulated CRE reporter signaling in CHO cells; CHO CRE-bla reporter (cAMP response element driving beta-lactamase), forskolin EC10, beta-lactamase ratio; Potency, µM (series often up to 38.2 µM), without a hit: top-dose activity change, negative = inhibition, usual class: activators; actives 2.5% (n = 71,000); active = well fitted activation curve with a large enough effect in the signal ratio, with a control signal flat, not every such curve was filed as active; inconclusive = small, poorly fitted or top-dose-only effect, or effect the other way, or a change in a side signal; the % refers to the signal ratio; note: potency is the fitted concentration of half-maximal effect; % of control where 0% means no effect
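Titrated compounds plus EC10 NKH 477 on CHO CRE-bla cells, 3 h, 37 °C. CCF4, 2 h RT. Ratio 460/530 nm → AC50.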
TexasRed autofl – compound fluoresces in the Texas Red spectral region; Compound fluorescence, Texas Red channel, 547/618 nm; active compounds read high; max dye-equivalent concentration, M; actives 0.06% (n = 59,000); AID 587; in the data active = max dye-equivalent concentration above about 10 nM; inconclusive = between about 1.1 nM and that limit
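Pin-transferred compounds and Texas Red standards go into 100 mM Tris buffer, pH 8.0. After 15 min at room temperature, plates are imaged with 547/618 nm filters. Each value is a dye-equivalent concentration derived from the per-plate dye curve.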
4MU fluor – compounds fluorescent in 4-MU spectral region | compound autofluorescence, 340/450 nm, 4-MU equivalents; active compounds read high | max dye-equivalent concentration, M | actives 11% (n = 59,000); in the data active = max dye-equivalent concentration above about 10 nM; inconclusive = mostly about 1.1 nM to 9.6 nM
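Intrinsic fluorescence at 340/450 nm (ex/em) was read after 15 min at room temperature in pH 8.0, 100 mM Tris. Each compound concentration expressed as 4-MU-equivalent concentration from a six-point 4-MU standard series on each plate.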
GFP derepression – derepresses silenced GFP locus in mouse C127i cells; mouse C127i GFP locus derepression, cytometry, 30 h; actives 0.09% (n = 68,000); Potency, µM (series often up to 46.1 µM), for the others: top-dose GFP derepression (activation); AID 597; note: % of control where 0% means no effect
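Read-out is the number of GFP-positive cells, scored as fluorescent objects 20 to 120 um wide, reflecting derepression of a silenced CMV-GFP reporter in murine C127i cells after 30 h compound exposure at 37 C.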
Hsp90 Hop PPI – changes Hsp90-Hop TPR2A binding signal, up or down; AlphaScreen TPR2A-His6 binding biotin-Hsp90 C-terminal peptide; Potency, µM (doses to about 57 µM), for inactives: at the top dose activity change, negative = inhibition; actives 0.44% (n = 71,000); AID 595; active = well fitted curve in either direction with a large enough effect; inconclusive = small, poorly fitted or top-dose-only effect, or another doubt; note: potency is the fitted concentration of half-maximal effect; % is set by controls: 0 for no effect and ±100 for the full control effect; many of its hits are not listed in these tables
Ub-GFP proteasome – inhibits proteasome, raising ubiquitin-GFP reporter fluorescence; Ubiquitin-GFP reporter cells, proteasome inhibition, GFP fluorescence; response scale: untreated = 0%, 10 µM MG-132 = 100%; Potency, µM (titrated, usually from 45.9 µM), for inactives: at the top dose activation (GFP accumulation), actives largely listed as activators; 67,000 tested, under 10 active; active = well fitted activation curve with a large enough effect, not every such curve was filed as active; inconclusive = small, poorly fitted or top-dose-only effect, or another doubt; inactive = no such curve, though single readings can be large or run the other way; note: potency is the fitted concentration of half-maximal effect
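U2OS cells expressing ubiquitin(G76V)-GFP, seeded overnight in 0.5% FBS medium, then treated 4 hr at 37 C across 46 uM to 2.9 nM. GFP-positive cells counted by laser cytometry (488 ex/515 em); %activity scaled between basal and 10 uM MG-132.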
A350 fluor – compound fluoresces in the Alexa 350 spectral region. actives 11% (n = 59,000). Compound autofluorescence, 340/450 nm, Alexa 350 dye-equivalents; active compounds read high. max dye-equivalent concentration, M. AID 590; in the data active = max dye-equivalent concentration above about 10 nM; inconclusive = mostly about 1.1 nM to 9.6 nM
FLuc inh – blocks Photinus pyralis firefly luciferase activity; P08659; purified firefly luciferase, luminescence, 8 min; Potency, µM (highest dose often 57.1 µM), for inactives: top-dose activity change, negative = inhibition, actives largely listed as inhibitors; actives 2.2% (n = 72,000); note: potency is the fitted concentration of half-maximal effect; % is set by controls: 0 for no effect and ±100 for the full control effect; nearly all actives have a fitted effect of over 40% in size
Target sequence (P08659 whole entry, looked up): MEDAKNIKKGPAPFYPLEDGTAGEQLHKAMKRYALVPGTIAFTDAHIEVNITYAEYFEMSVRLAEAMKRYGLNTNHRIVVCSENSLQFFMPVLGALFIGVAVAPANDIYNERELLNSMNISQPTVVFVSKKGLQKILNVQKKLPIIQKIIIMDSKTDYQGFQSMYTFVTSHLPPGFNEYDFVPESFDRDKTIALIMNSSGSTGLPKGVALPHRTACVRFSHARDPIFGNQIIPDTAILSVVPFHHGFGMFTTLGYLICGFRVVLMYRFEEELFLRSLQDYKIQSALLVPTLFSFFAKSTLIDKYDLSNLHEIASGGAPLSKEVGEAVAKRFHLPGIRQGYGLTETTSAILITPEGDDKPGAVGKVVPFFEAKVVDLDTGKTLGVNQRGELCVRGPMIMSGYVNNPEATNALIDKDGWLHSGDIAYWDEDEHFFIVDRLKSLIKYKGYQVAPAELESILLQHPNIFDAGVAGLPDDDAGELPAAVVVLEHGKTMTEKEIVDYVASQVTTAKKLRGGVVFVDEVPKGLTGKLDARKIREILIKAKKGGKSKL
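Titration-based qHTS; buffer 50 mM imidazole pH 7.2, 50 mM KCl, 7 mM MgCl2, 10 uM ATP, 0.01% Tween 20, 0.05% BSA; luciferase/luciferin detector mix added after compound; 8 min, ambient; luminescence.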
Fluorescein fluor – compound fluoresces in the fluorescein spectral region; max fluorescein-equivalent concentration, M; actives 0.91% (n = 59,000); AID 593; Compound autofluorescence, 480/540 nm, fluorescein-equivalent; active compounds read high; in the data active = max fluorescein-equivalent concentration above about 10 nM; inconclusive = between about 1.1 nM and that limit
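Normalized response (dye-equivalent concentration) derives from comparing each well's 540 nm emission, under 480 nm excitation, with plate-resident fluorescein standards. Compounds were held in 100 mM Tris, pH 8.0, for 15 min at room temperature.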
ERK AVP inh – inhibitors of vasopressin-stimulated ERK signaling pathway. actives 0.99% (n = 72,000). HEK293-V1b, vasopressin-stimulated pERK AlphaScreen. Potency, µM (titrated, usually from 57.5 µM), without a hit: top-dose activity, negative = inhibition, hits mostly inhibitors; note: potency is the fitted concentration of half-maximal effect; % is set by controls: 0 for no effect and ±100 for the full control effect; nearly all actives have a fitted effect of over 55% in size
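HEK293 cells stably expressing V1b receptor, preincubated 30 min at 37 °C with compound, then stimulated 5 min with 25 nM vasopressin. Phospho-ERK by AlphaScreen SureFire after 5 h RT; normalized to DMSO and vasopressin; AC50 by Hill fit.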
HBB splicing – alters splicing of the hemoglobin beta chain; Potency, µM (doses to about 46.1 µM), without a hit: at the highest dose activation, actives largely listed as activators; HBB splicing reporter cell assay, activation; EGFP reporter with mutant IVS2-654 intron; response scale: normalised to 500 nM splice-correcting PNA; actives 0.06% (n = 65,000); note: potency is the fitted concentration of half-maximal effect; 0% is about no effect
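Compounds were applied for 2 days to HeLa EGFP-654 cells, 500/well in Optimem with 2% FCS. The reporter's EGFP is disrupted by mis-splicing of beta-globin intron IVS2-654. Readout: summed well GFP fluorescence from 488 nm laser scanning; reference was 500 nM antisense […] 654 PNA.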
Starred values were filed as active, the others as inactive; i = inactive; ? = inconclusive; / = not tested or not shown; [ ] = remark or other dose. Unless noted, calls come from the whole dose curve; as a rule, active = well fitted curve in the direction sought with a large enough effect; inconclusive = small, poorly fitted or top-dose-only effect, or another doubt; inactive = no such curve, though single readings can be large; an effect the other way counts as inactive or inconclusive. Only part of the results is shown; the hit share may differ from the screen's.

molecule	CRE Fsk mod	TexasRed autofl	4MU fluor	GFP derepression	Hsp90 Hop PPI	Ub-GFP proteasome	A350 fluor	FLuc inh	Fluorescein fluor	ERK AVP inh	HBB splicing
CS(=O)(=O)N1CCC(C(=O)c2cccc(Cl)c2)CC1	-3%	i	i	0%	-5%	-3%	i	0%	i	3%	1.9%
COc1cc2c(cc1OC)C1=C(C#N)CCC(=O)N1CC2	?	i	i	2%	?	-5%	?	1%	i	?	0.0%
O=S(=O)(NCc1ccc(F)cc1)c1ccc2c(c1)OCCO2	2%	i	i	-2%	5%	-9%	i	3%	i	25%	1.3%
CCn1c(SCC(=O)N2CCN(c3ccccc3)CC2)nc2c(c1=O)SC(C)C2 (stereo unspecified)	24%	/	/	/	-5%	-4%	/	2%	/	/	-0.3%
CCn1c(=O)c2cc(S(=O)(=O)NCc3ccccc3)ccc2n(CC)c1=O	?	i	i	0%	2%	7%	i	1%	i	-18%	4.9%
CCOC(=O)c1cccc(NC(=O)CCNS(=O)(=O)c2ccc3c(c2)CCN3C(=O)CC)c1	-2%	i	i	-1%	-2%	3%	i	2%	i	7%	-0.9%
CSC1=Nc2sc3c(c2C2=NCCN12)CCCC3	?	?	?	0%	3%	2%	?	-3%	i	-25%	1.3%[57.5 µM]
O=C1c2ccccc2C(=O)N1Cc1nc2ccccc2c(=O)n1CCCn1ccnc1	-1%	/	/	-4%	-2%	-2%	/	4%	/	-7%	1.5%
CCCn1nnnc1SCC(=O)N(C(C)C)C(C)C	-1%	i	i	-2%	1%	-2%	i	2%	?	7%	/
COc1ccc(/C=N/n2cncn2)cc1COc1ccc(NC(C)=O)cc1	/	i	?	0%[20.6 µM]	/	/	?	-14%[25.5 µM]	?	/	/
COc1ccc(CCNC(=O)CCSc2nc(-c3ccco3)cc(C(F)(F)F)n2)cc1	-9%	i	?	0%	1%	6%	?	1%	i	-10%	-0.2%[57.5 µM]
COc1ccc(OC)c(NC(=O)CCN2CCN(c3ccccc3F)CC2)c1	?	/	/	-2%	-13%[11 µM]	-6%[9.17 µM]	/	0%	/	-12%	-2.0%[0.0738 µM]
COC(=O)Cc1cc(=O)[nH]c(/N=C(\N)Nc2ccc(C)cc2C)n1	7%	/	/	5%	-4%	-12%	/	2%	/	-1%	4.1%
Cc1c(C)c2c(C)nn(-c3ccccc3)c2[nH]c1=O	?	/	/	-2%	-1%[11 µM]	?	/	1%	/	?	-1.2%[0.0738 µM]
Cc1ccc(S(=O)(=O)C2(C(=O)Nc3ccc(F)cc3)CC2)cc1	?	?	i	-2%	-5%	17%	i	-3%	i	1%	-0.3%
Nc1ncc2c(n1)CC(c1ccco1)CC2=O (stereo unspecified)	30%	?	i	0%	-5%	7%	i	1%	i	-3%	0.5%
Cc1ccc(C(c2nnnn2C(C)(C)C)N2CCN(C3CCCC3)CC2)cc1 (stereo unspecified)	0%	i	i	0%	1%	-3%	i	1%	i	-3%	-0.6%[57.5 µM]
C=CCn1cnc2c(NCc3ccccc3)ncnc21	?	i	i	-3%	-6%	-1%	i	1%	i	-15%	-1.6%
CCOc1ccc(N2Cc3ccccc3C2)cc1	-4%	/	/	-2%	-16%	11%	/	10µM*	/	-26%	0.7%
Cc1nc2cc(-c3ccccc3)ccc2o1	6%	?	i	-2%	2%	-4%	i	16µM*	i	1%	2.2%
N=c1nc(-c2ccccc2)ccn1O	?	i	?	-2%	-1%	-9%	?	1%	i	11%	-2.1%
O=C(NCCN1CCOCC1)C1CC(=O)N(c2ccc(F)c(Cl)c2)C1 (stereo unspecified)	-1%	?	i	2%	1%	20%	i	-1%	i	20%	0.7%
O=C(CSc1nnc(Cc2ccccc2)o1)NCc1ccco1	-11%	i	i	0%	-2%	0%	i	5%	i	6%	3.2%[1.84 µM]
Cc1cc(C)n(C(=O)CN2C(=O)COc3ccccc32)n1	3%	i	i	-2%	1%	3%	i	2%	i	-16%	/
O=C(Nc1ccc(-c2cn3ccsc3n2)cc1)C1CCCC1	4%	i	i	5%	-11%	-1%	i	2.5µM*	i	24%	-1.0%

Complete entries as entered above.
O=C1c2ccccc2C(=O)N1Cc1nc2ccccc2c(=O)n1CCCn1ccnc1 is entered as CRE Fsk mod: -1%; TexasRed autofl: /; 4MU fluor: /; GFP derepression: -4%; Hsp90 Hop PPI: -2%; Ub-GFP proteasome: -2%; A350 fluor: /; FLuc inh: 4%; Fluorescein fluor: /; ERK AVP inh: -7%; HBB splicing: 1.5%
CCOC(=O)c1cccc(NC(=O)CCNS(=O)(=O)c2ccc3c(c2)CCN3C(=O)CC)c1 is entered as CRE Fsk mod: -2%; TexasRed autofl: i; 4MU fluor: i; GFP derepression: -1%; Hsp90 Hop PPI: -2%; Ub-GFP proteasome: 3%; A350 fluor: i; FLuc inh: 2%; Fluorescein fluor: i; ERK AVP inh: 7%; HBB splicing: -0.9%

More results
molecule	CRE Fsk mod	TexasRed autofl	4MU fluor	GFP derepression	Hsp90 Hop PPI	Ub-GFP proteasome	A350 fluor	FLuc inh	Fluorescein fluor	ERK AVP inh	HBB splicing
COC(=O)c1cccc(Oc2nc(N3CCOCC3)nc(N3CCOCC3)n2)c1	4%	?	i	-2%	-2%	0%	i	1%	i	-22%	3.0%
Cc1cnc(CNc2ccnc(-c3ccccc3Cl)n2)cn1	?	i	i	-3%[9.22 µM]	0%	-3%	i	1%[2.29 µM]	i	-8%	-0.8%
CCCCCCC(=O)N(O)C1CC(=O)N(c2ccccc2)C1=O (stereo unspecified)	?	i	i	-5%	-1%	6%	i	1%	?	1%	-0.1%
O=C(CCS(=O)(=O)c1cccc2nonc12)NCCc1ccccc1Cl	-14%	i	i	2%	-8%	6%	i	0%	i	-3%	-0.5%
O=C1N(c2ccc(Cl)c(Cl)c2)CN(Cc2ccccc2)CN1n1cnnc1	-2%	i	i	0%	4%	-2%	i	2%	i	3%	-0.9%[57.5 µM]
Cc1ccc(C2CC(=O)Nc3sc(C(N)=O)c(N)c32)cc1 (stereo unspecified)	-22%	i	i	-3%	-6%	-6%	i	-2%	i	-30%	4.0%
CC(=O)OCC(=O)[C@@]1(O)CC[C@@H]2[C@H]3CCC4=CC(=O)CC[C@]4(C)[C@]3(F)[C@@H](O)C[C@@]21C	?	i	i	1%[20.6 µM]	0%[26 µM]	-2%[20.5 µM]	i	2%[25.5 µM]	i	21%[25.7 µM]	-2.7%[20.6 µM]
COc1ccc(CNc2ncnc3ccc(-c4ccc5c(c4)OCO5)cc23)c(OC)c1	?	i	?	6%[9.22 µM]	-8%	-2%	?	0%[2.29 µM]	?	?	-0.7%
COc1cccc(N2CCN(C3CC(=O)N(c4ccc(C)c(Cl)c4)C3=O)CC2)c1 (stereo unspecified)	-12%	i	i	4%	-10%	2%	i	4%	i	-6%	4.8%[0.369 µM]
Brc1cnc(N2CCCC2)nc1N1CCOCC1	?	i	i	2%	1%	1%	i	1%	i	?	-0.2%
CCCCOC(=O)CN1C(=O)c2ccc(C(=O)OCCCC)cc2C1=O	3%	?	i	-2%	25µM*	0%	i	5%	i	-4%	/
Cc1ccc(-c2nc(-c3nccc4ccccc34)oc2-c2ccccc2)cc1	?	i	?	0%[9.22 µM]	4%[11 µM]	3%[9.17 µM]	?	3.2µM*	i	-6%[11.5 µM]	6.7%[9.22 µM]
O=C(OC(C(=O)NCc1cccs1)c1ccccc1Cl)c1ccco1 (stereo unspecified)	-9%	i	i	0%	-1%	21%	i	0%	i	2%	-1.1%
Cc1cc(NC(=O)CCN2CCC(C(N)=O)CC2)ccc1Br	0%	/	/	0%	-3%	-3%	/	-3%	/	3%	-7.7%
CC(=O)N1CCC[C@@]2(CCN(C(c3ccccc3)c3ccccc3)C2)C1	-5%	i	i	0%[9.22 µM]	1%	-5%	i	2%[11.4 µM]	i	10%	3.5%
COc1ccc(C(=O)CSc2nnc(-c3cnccn3)n2Cc2ccco2)cc1	?	i	i	-3%	-9%	-2%	i	-2%	i	-27%	-1.1%[0.369 µM]
Cc1cc(N)ccc1-n1c(C)ccc1C	?	i	i	0%	-3%	12%	i	2%	i	1%	-1.0%
Cc1ccc(SC/C(O)=C(\C#N)c2nc3ccccc3n2C)cc1	?	i	i	4%	-5%	6%	?	3%	?	-1%	2.5%[57.5 µM]
CCc1cc2c(CN3CCN(CCO)CC3)cc(=O)oc2cc1O	?	i	9e-06M*	-3%	-3%	-3%	1.1e-05M*	0%	?	-12%	1.7%

Screening data: PubChem BioAssay, National Center for Advancing Translational Sciences (NCATS)
